Source: PubChem (National Center for Advancing Translational Sciences (NCATS))
AT treatment – potential ataxia-telangiectasia treatments restoring KAP-1 phosphorylation | […] A-T fibroblasts, KAP-1 phosphorylation AlphaLISA; neocarzinostatin DNA damage 30 min before lysis | AID 485349 | Potency, µM (highest dose often 57.5 µM), for inactives: top-dose activation, most hits filed as activators | actives 0.19% (n = 320,000); further: potency means the concentration at half of the fitted maximal effect; % of control where 0% means no effect; nearly all actives have a fitted effect of over 45% in size
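ATM-like activity read as KAP-1 phosphorylation via AlphaLISA donor/acceptor antibody pairs after lysis and 6 hr at 25C. Cells were ATM-null patient fibroblasts ([…], hTERT), dosed 60 min, then exposed to the DSB inducer NCS for 30 min.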
KCNH2 WT inh – KCNH2 (human, wildtype) channel inhibition; Q12809; U2OS, BacMam KCNH2, thallium flux FluxOr; stronger effect = lower value; activity change, % at 1.84 µM; actives 0.37% (n = 340,000);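 active means maximum activity change below -70%; inconclusive means maximum activity change between -70% and -50%; inactive means maximum activity change above -50%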; further: on the % scale 0 is the no-effect control and ±100 the full control effect
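U2OS cells transduced with wild-type KCNH2 virus are loaded with FluxOr dye for 45 min, and thallium flux is measured in kinetic reads before and after stimulation buffer. Rate constants are normalized to DMSO controls.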
Mito fusion act – blocks mitochondrial division or promotes mitochondrial fusion. actives 0.23% (n = 320,000). S. cerevisiae fusion-defective mutant growth rescue, CellTiterGlo 48 h. Potency, µM (doses to about 46.1 µM), for inactives: top-dose growth rescue (activation), actives largely listed as activators;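 further: potency means the concentration at half of the fitted maximal effect; % of control where 0% means no effect; nearly all actives have a fitted effect of over 45% in size; temperature-sensitive fusion mutants such as fzo1-1 at 37 °C on non-fermentable ethanol glycerol medium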
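S. cerevisiae fusion-defective temperature-sensitive mutants (e.g. fzo1-1, mgm1-5) grown 48 h at 37C in YPEG (ethanol/glycerol non-fermentable) medium with 23 nl compound per well; growth rescue read as CellTiterGlo luminescence.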
TCR act – activators of T cell receptors; Potency, µM (titrated, usually from 9.22 µM), without a hit: top-dose activation of IL-2 secretion, most hits filed as activators; primary human leukocytes, anti-CD3, IL-2 HTRF, 48 h; 330,000 tested, under 10 active; further: % of control where 0% means no effect
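Primary human leukocytes were stimulated with a-CD3 beads plus compounds for 48 hr without co-stimulation; secreted IL-2 was quantified by HTRF using a-IL-2-K (europium cryptate) and a-IL-2-d2, excited at 320nm with acceptor emission read at 665nm.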
TSHR antagonist – human thyrotropin receptor antagonism | TSHR-expressing cells, TSH-stimulated cAMP HTRF, 2 h; stronger effect = lower value | activity change, negative = inhibition, % at 11.5 µM | actives 0.2% (n = 330,000);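 active means activity change below a set negative limit, meaning inhibition stronger than a set level, cut at about -70% in these data; inconclusive means activity change between two set negative limits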; further: on the % scale 0 is the no-effect control and ±100 the full control effect
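TSHR-expressing cells, 200/well, pre-treated with compound, then stimulated with EC80 TSH (4nM final) for 2 hours at 37 deg C. cAMP measured by competitive HTRF: anti-cAMP cryptate antibody in lysis buffer plus cAMP-d2, read after 30 minutes at room temperature.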
KCNH2 3.1 block – KCNH2 3.1 (human) potassium channel inhibition | U2OS KCNH2 3.1, thallium flux FluxOr; stronger effect = lower value | activity change, % (tested at about 1.8 µM) | actives 0.95% (n = 340,000) | AID 720553;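 active means maximum activity change below -70%; inconclusive means maximum activity change from -70% to -50%; inactive means maximum activity change above -50%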;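 further: thallium influx rate constant from kinetic fluorescence after stimulation buffer; on the % scale 0 is the no-effect control and ±100 the full control effect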
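Channel expression came from 3.1 mutant virus (1.77 x 10^8 /mL) applied to suspended U2OS cells for 4 h. Flux was tracked with FluxOr dye plus Red40 quencher, and kinetic rate constants normalized to controls.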
USP2a inh – USP2a (human) protease inhibition. USP2 core, Ub-CHOP2 coupled fluorogenic reporter, 485/531. actives 0.01% (n = 330,000). O75604. Potency, µM (titrated, usually from 38.3 µM), for the others: at the top dose activity change, negative = inhibition, hits mostly inhibitors;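 further: potency means the concentration at half of the fitted maximal effect; plate controls were DMSO wells for no effect and full inhibition by NEM control for full effect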
Target sequence (O75604 whole entry, looked up): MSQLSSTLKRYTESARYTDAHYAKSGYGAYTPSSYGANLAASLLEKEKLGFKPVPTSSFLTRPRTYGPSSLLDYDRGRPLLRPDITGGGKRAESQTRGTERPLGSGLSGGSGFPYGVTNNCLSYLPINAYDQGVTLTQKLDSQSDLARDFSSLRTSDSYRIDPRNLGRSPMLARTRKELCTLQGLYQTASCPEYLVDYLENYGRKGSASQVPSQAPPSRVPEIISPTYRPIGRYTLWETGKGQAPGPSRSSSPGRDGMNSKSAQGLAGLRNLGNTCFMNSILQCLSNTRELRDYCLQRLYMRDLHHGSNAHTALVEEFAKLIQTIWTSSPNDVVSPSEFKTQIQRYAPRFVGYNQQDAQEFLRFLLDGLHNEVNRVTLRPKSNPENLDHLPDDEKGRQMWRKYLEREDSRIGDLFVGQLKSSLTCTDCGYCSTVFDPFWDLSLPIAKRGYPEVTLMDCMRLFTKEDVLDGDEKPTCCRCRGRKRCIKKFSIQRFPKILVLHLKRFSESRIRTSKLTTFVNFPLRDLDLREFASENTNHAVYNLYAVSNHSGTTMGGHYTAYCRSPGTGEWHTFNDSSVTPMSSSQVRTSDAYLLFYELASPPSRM
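Cell-free coupled assay: 10nM USP2 core preincubated 30min RT with compound in Tris-HCl pH 8.0/CaCl2/CHAPS buffer, then 25nM Ub-CHOP2 and 25nM reporter substrate; fluorescence (Ex 485/Em 531) read after 60min RT, normalized to NEM inhibition, concentration-response curves fitted.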
ELG1 repair inh – ELG1-dependent DNA repair inhibition. Potency, µM (series often up to 46.1 µM), without a hit: at the top dose activity change, negative = inhibition, actives largely listed as inhibitors. HEK293T ELG1-luciferase reporter, luminescence, 16 h; DNA damage induced by 5-fluorouridine. actives 2.3% (n = 330,000); further: potency means the concentration at half of the fitted maximal effect; on the % scale 0 is the no-effect control and ±100 the full control effect; nearly all actives have a fitted effect of over 55% in size
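Luminescence from the luciferase reporter, measured 30 min after ONE-Glo reagent at room temperature, was the read-out. Beforehand, 2,000 cells per well were exposed for 16 hr at 37 °C to 5-fluorouridine together with compound or vehicle.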
Eya2 inh – blocks the phosphatase activity of human Eya2; O00167; recombinant Eya2, OMFP fluorescence dephosphorylation (OMFP is methylfluorescein phosphate); Potency, µM (top dose mostly 76.9 µM), for the others: top-dose activity, negative = inhibition, hits mostly inhibitors; actives 0.006% (n = 330,000); AID 488837; further: potency means the concentration at half of the fitted maximal effect; on the % scale 0 is the no-effect control and ±100 the full control effect
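Eya2 (0.2 uM) preincubated 10 min at ambient with compound, then OMFP substrate added at 50 uM; 10 min reaction in 50 mM HEPES pH 7.5, 50 mM NaCl, 5 uM MgCl2, 0.05% BSA, 1 mM DTT. Fluorescence read at Ex 485/Em 525 nm.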
TRPV1 ag – activates the human vanilloid receptor TRPV1. actives 0.19% (n = 320,000). TRPV1-expressing cells, Fluo-8 calcium influx, agonist mode. activation, % at 8.33 µM. AID 540275. Q8NER1; in the data active means activation above about 80%; inconclusive means between about 30% and that limit; further: 0% is about no effect
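Cells expressing TRPV1 were dye-loaded with Fluo-8 and read kinetically: 10 s baseline, 3 min after compound (agonist portion), then 2 min after EC20 capsaicin (allosteric enhancer portion). Calcium-bound dye fluorescence at 480/520 nm.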
* = called active by the depositor; i = inactive; ? = inconclusive; / = no result given; [ ] = remark or other dose. Unless noted, the call rests on the fitted dose curve; in most records, active means well fitted curve in the direction sought with a large enough effect; inconclusive means small, poorly fitted or top-dose-only effect, or another doubt; inactive means no such curve, though single readings can be large; an effect the other way counts as inactive or inconclusive. Not all compounds are listed. The share of hits here may be higher or lower than overall.

SMILES	AT treatment	KCNH2 WT inh	Mito fusion act	TCR act	TSHR antagonist	KCNH2 3.1 block	USP2a inh	ELG1 repair inh	Eya2 inh	TRPV1 ag
CC(Sc1nc(-c2ccccc2)cc(C(F)(F)F)n1)C(=O)NCCN1CCOCC1 (configuration not stated)	3%	1	1%	-4%	-14	20	4%	0%	-7%	7
CCCn1nnc(NC(=O)c2ccc([N+](=O)[O-])cc2Cl)n1	2%	-3	2%	-5%	-17	/	2%	?	2%	2
COC(=O)c1ccccc1NC(=O)CS(=O)(=O)Cc1nc(-c2ccc(C)cc2)oc1C	8%	-11	-4%	-2%	5	-13	3%	-5%	3%	/
CN(c1ccccc1)S(=O)(=O)c1cccc(NC(=O)c2cc(=O)c3ccccc3o2)c1	-2%	3	2%	7%	?	-25	2%	15µM*	-5%	20
CC(C)CNC(=O)c1ccccc1SCC(=O)NC12CC3CC(CC(C3)C1)C2	-2%	6	8%	1%[46.1 µM]	10	3	1%	?	-10%	6
CCOC(=O)c1nn(-c2ccccc2)c2nnc(Cc3ccccc3)c(=O)n12	11%	-20	6%	2%[46.1 µM]	6	-7	6%	0%	-4%	-7
COc1cccc(NC(=O)C2CCN(S(=O)(=O)c3ccc4c(c3)C(C)(C)C(=O)N4C)CC2)c1	0%	-3	-1%	2%	4	-2	1%	-3%	-7%	-3
N#CC(Cc1cccc(CC(C#N)(c2ccccc2)c2ccccc2)c1)(c1ccccc1)c1ccccc1	?	-8	-2%	-2%	3	1	-1%	0%	9%	-3
CCOc1ccc(C(=O)Nc2ccc(N3CCN(C)CC3)cc2)cc1	8%	-4	1%	1%	-3	6	-1%	?	11%	6
O=S(=O)(c1ccc(Cl)c(NC(=S)N/N=C/c2ccc(O)cc2)c1)N1CCOCC1	-3%	-3	1%	-2%[46.1 µM]	-24	-3	1%	23µM*	3%	-6
Cc1ccc(C2=NOC(=O)/C2=C\c2ccc(C)o2)cc1	-4%	3	2%	-2%	-1	-18	2%	?	-12%	-1
Cc1cccc(N(C)S(=O)(=O)c2ccc3[nH]cc(C(=O)N4CCOCC4)c(=O)c3c2)c1	-3%	-8	0%	0%	6	-16	2%	1%	?	/
CCC1CCCCN1CC(=O)c1c(C)[nH]c2ccc(OC)cc12 (configuration not stated)	-5%	1	-1%	-3%	-8	-1	1%	-13%	-1%	-2
Nc1ccc(CC2SC(=O)NC2=O)cc1 (configuration not stated)	-4%	12	4%	4%	-4	-14	-1%	3%	-1%	-4
Cc1cccc2sc(N(CCCN(C)C)C(=O)CN3C(=O)c4ccccc4C3=O)nc12	1%	10	-7%	-6%	-1	1	2%	-1%	3%	5
Cc1cc2oc(=O)cc(C)c2c(=O)o1	1%	0	-4%	2%	3	/	-1%	1%	-9%	-1
Cc1ccc(NC(=O)c2ccc(=O)n(CC(=O)Nc3c(C)cc(C)cc3C)n2)cc1	14%	3	5%	2%	-23	21	1%	6%	-5%	1
COc1ccc(Nc2nc(C)cc(C)n2)cc1Cl	6%	2	1%	-3%	2	-5	0%	?	?	4
COc1ccc(NC(=O)C2C3C=CC(C3)C2C(=O)O)cc1 (configuration not stated)	-5%	-2	-1%	1%	-3	1	2%	-6%	?	0
CC(CCc1ccccc1)N1CCN(C)CC1 (configuration not stated)	0%	6	3%	/	-11	1	-3%	6%	-20%	0
CCN(CC)c1ccc(/C=N/NC(=O)OC)c(O)c1	1%	-2	-5%	8%	1	11	0%	?	3%	16
COc1ccc(NC(=O)CSc2nnc(CCC(=O)O)c(=O)n2N)cc1	1%	/	10%	-1%	5	5	-1%	1%	7%	-3
CCCCn1c(N)c(N(Cc2ccccc2OC)C(=O)c2ccc([N+](=O)[O-])s2)c(=O)[nH]c1=O	3%	1	-1%	6%	5	11	2%	0%	10%	1
Cc1c(C(=O)N(C)C)sc(NC(=O)c2cc([N+](=O)[O-])cc([N+](=O)[O-])c2)c1C#N	8%	-9	2%	-1%	-1	10	0%	1%	-8%	0
O=C(NC(=S)NCc1ccc(Cl)cc1)c1ccco1	22%	-33	/	-19%	-8	-14	-4%	?	-28%	/

Next part
SMILES	AT treatment	KCNH2 WT inh	Mito fusion act	TCR act	TSHR antagonist	KCNH2 3.1 block	USP2a inh	ELG1 repair inh	Eya2 inh	TRPV1 ag
Cc1ccc(NC(=O)COc2ccccc2[N+](=O)[O-])nc1	2%	-10	4%	1%	3	-7	8%	?	0%	5
O=C(Nc1ccc(O)cc1)c1ccc(NC(=O)c2ccco2)cc1	-6%	0	?	1%	9	2	-1%	5%	15%	4
Cc1ccc(C)c2nc(SCC(=O)NCc3cccs3)c(C#N)cc12	-5%	-3	4%	8%	-4	0	-2%	2%	3%	2
O=C(CCCC(=O)N1CCN(c2ccc([N+](=O)[O-])cc2)CC1)c1ccccc1	0%	-88*	9%	-6%[46.1 µM]	-6	-95*	2%	-2%	-3%	2
Cc1ccc(-n2c(=O)c3ccccc3n(CC(=O)NCc3ccco3)c2=O)cc1	2%	-7	-5%	8%	5	8	0%	-11%	-13%	-1
CN1C(=O)c2ccccc2C(C(=O)NCc2ccco2)C1c1c[nH]c2ccccc12 (configuration not stated)	/	0	-1%	11%	/	22	/	/	/	-1
CCNC(=S)NCc1ccc2c(c1)OCO2	-12%	-10	-7%	12%	2	1	0%	3%	11%	-1
O=C(CCCSc1nc2ccccc2[nH]1)NC1CCCCC1	2%	-20	29%	1%	-4	5	2%	-6%	16%	?
O=C(N/N=C/c1ccc([N+](=O)[O-])cc1)c1cccnc1	-6%	-6	8%	-7%	29	15	0%	13%	0%	12
O=C(CNCc1ccccc1)Nc1ccc(Oc2ccccc2)cc1	1%	2	1%	1%	6	-24	-1%	4%	2%	?
Cc1cccc(CS(=O)(=O)Cc2ccc(C(=O)NCc3cccs3)o2)c1	7%	-3	1%	0%	11	16	-1%	?	2%	1
CNC(=O)NC(=O)C(C)Oc1ccccc1F (configuration not stated)	19%	-12	10%	0%	-4	12	1%	-10%	3%	-4
Cc1cc(NC(=O)CSc2nc3cc(Cl)ccc3c(=O)n2CC(C)C)no1	-12%	/	12%	/	24	/	1%	7%	-10%	3
c1coc(-c2ccnc(-c3ccncc3)n2)c1	-4%	-4	-2%	5%	14	2	0%	?	7%	3
CC(=O)Nc1ccc(S(=O)(=O)NC2CCSc3ccccc32)cc1 (configuration not stated)	9%	-1	-2%	2%	10	2	2%	-3%	-9%	1
COc1ccc(/C=N/OC(=O)Nc2ccccc2)cc1[N+](=O)[O-]	0%	i	-8%	0%[46.1 µM]	1	-9	1%	?	2%	18
O=C(COC(=O)c1c2ccccc2cc2ccccc12)Nc1ncc(C(F)(F)F)cc1Cl	/	5	-1%	-3%	-3	-34	-1%	-13%	15%	-1
CCOC(=O)C1=C(C)NC(SC)=C(C#N)C1CC(C)C (configuration not stated)	-31%	-8	5%	-6%	-3	2	-5%	10µM*	2%	?
C=CCc1cc(OC)ccc1OCCN1CC(C)OC(C)C1 (configuration not stated)	15%	-16	-6%	6%	-11	-4	2%	6%	5%	5
CCC(C)c1ccccc1NC(=O)COC(=O)c1ccc2[nH]c3c(c2c1)CCCC3 (configuration not stated)	2%	-1	13%	-1%[46.1 µM]	-13	-4	-10%	21µM*	3%	0
COc1ccc(Nc2nc(Cl)nc(NCc3ccco3)n2)cc1	-2%	7	0%	-1%	-3	-6	0%	0%	-5%	9
CN(C)S(=O)(=O)c1ccc(C(=O)NCc2nnc(SCC(=O)Nc3ccc(F)cc3)n2-c2ccc(F)cc2)cc1	2%	-9	-4%	-9%[46.1 µM]	1	-15	1%	-23%	-4%	-4
Cc1noc(NS(=O)(=O)c2ccc(NC(=O)C34CC5CC(C3)CC(n3cnc(Cl)n3)(C5)C4)cc2)c1C	/	-2	-6%	0%[46.1 µM]	9	10	2%	3%	10%	-4
COc1ccc(-n2ccnc(SCC(=O)NC3CCCC3)c2=O)cc1	-8%	0	-1%	3%	17	4	0%	-18%	-1%	-1
Cc1c(CNCCCc2ccccc2)c(C(=O)O)c(C)n1Cc1ccccc1	0%	3	0%	-14%	2	5	-1%	?	-21%	3
CC(=O)c1ccc(NC(=O)C(C)OC(=O)c2cccc(-n3cnnn3)c2)cc1 (configuration not stated)	8%	-1	-2%	2%	3	10	0%	-1%	-6%	-2
COc1ccc(C(=O)COc2ccc(F)cc2)c(O)c1	-3%	12	1%	-5%	-7	19	8%	?	-6%	?
